SMARCA2 activ = SMARCA2 function activation, primary screen. MG213 cells, MMTV-luciferase reporter, dexamethasone, overnight. activation, % at 9.1 µM. 1% of 370,000 active; in the data active means activation above about 7.8%;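 further: 0% = vehicle wells and 100% = reference activator wells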
PG9 binder = binds the HIV-1 gp120 antibody PG9. inhibition, % at 6.7 µM. AID 624416. 0.43% of 360,000 active. TR-FRET gp120-PG9 antibody binding; in the data active means inhibition above about 8.5%
DAX1 inh-1 = inhibits human nuclear receptor DAX1 | HEK293 Gal4-DAX1 luciferase reporter, luminescence | 0.99% of 340,000 active | inhibition, % at 6.75 µM | P51843 | AID 504766;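 active means inhibition above the mean over all tested compounds plus 3 SD, cut at about 4.2% in these data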;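 further: 0% = DAX1-transfected cells with DMSO and 100% = empty-vector control cells with DMSO; inhibition shows as a rise in luminescence from relieved DAX1 repression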
Target sequence (P51843 207-470 limits assumed): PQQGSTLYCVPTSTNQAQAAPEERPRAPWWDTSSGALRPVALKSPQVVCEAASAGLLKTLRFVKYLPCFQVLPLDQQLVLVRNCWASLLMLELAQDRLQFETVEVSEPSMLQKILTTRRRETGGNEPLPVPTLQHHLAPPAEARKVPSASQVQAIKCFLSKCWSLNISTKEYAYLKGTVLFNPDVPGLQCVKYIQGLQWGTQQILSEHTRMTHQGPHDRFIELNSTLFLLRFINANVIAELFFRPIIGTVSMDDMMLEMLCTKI
hcDAF-12 act = activates DAF-12 receptor from parasite H. contortus. HEK293 hcDAF-12 lit1-tk-luc reporter, luminescence; 0% DMSO, 100% Δ7-dafachronic acid. activation, % at 6.8 µM. 1.4% of 370,000 active;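 active means activation above the mean of all tested compounds plus 3 SD, cut at about 5.5% in these data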;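 further: 100% = response to 3 µM Δ7-dafachronic acid high control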
ADAM17 inh = inhibits human ADAM17; inhibition, % at 6.95 µM; recombinant ADAM17, EDANS/DABCYL FRET peptide cleavage; AID 720648; P78536; 0.83% of 370,000 active;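 active means inhibition above the mean of compounds lying between control limits plus 3 SD, set per campaign, cut at about 8.5% in these data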;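 further: 0% = DMSO-only wells as the low control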
DAX1 inh-2 = blocks DAX1 repression of SF-1 activated StAR promoter; HEK293T StAR-luciferase reporter, SF-1/DAX-1 repression relief; inhibition, % at 6.8 µM; 1.1% of 370,000 active; AID 652010;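 active means inhibition above the mean over all tested compounds plus 3 SD, cut at about 3.6% in these data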;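 further: 0% = DAX-1 cells with DMSO and 100% = cells lacking DAX-1 with DMSO; higher inhibition means more luminescence from relief of DAX-1 repression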
ADAM10 inh = ADAM10 inhibition, QFRET primary screen | O14672 | recombinant ADAM10, EDANS/DABCYL FRET peptide cleavage, 3 h | inhibition, % at 7 µM | 0.62% of 370,000 active | AID 720582;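 active means inhibition above a per-campaign cutoff equal to the mean of compounds falling between control-based bounds plus 3 SD, cut at about 20% in these data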;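 further: 0% = DMSO wells while the 100% control is not disclosed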
Target sequence (O14672 214-748 limits assumed): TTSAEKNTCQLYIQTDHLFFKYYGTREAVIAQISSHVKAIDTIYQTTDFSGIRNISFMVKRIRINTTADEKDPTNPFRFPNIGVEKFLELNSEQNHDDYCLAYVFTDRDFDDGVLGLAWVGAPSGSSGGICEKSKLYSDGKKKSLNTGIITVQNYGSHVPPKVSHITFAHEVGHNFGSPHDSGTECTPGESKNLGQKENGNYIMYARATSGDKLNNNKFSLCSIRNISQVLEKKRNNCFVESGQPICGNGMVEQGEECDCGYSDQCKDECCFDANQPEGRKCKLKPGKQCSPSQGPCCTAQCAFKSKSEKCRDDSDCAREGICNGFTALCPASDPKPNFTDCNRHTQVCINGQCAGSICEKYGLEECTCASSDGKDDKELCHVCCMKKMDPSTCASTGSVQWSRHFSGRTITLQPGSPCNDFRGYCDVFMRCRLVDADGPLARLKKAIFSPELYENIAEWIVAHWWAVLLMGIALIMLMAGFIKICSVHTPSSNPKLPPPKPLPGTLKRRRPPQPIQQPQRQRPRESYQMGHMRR
hgDAF-12 ag = activates the H. glycines DAF-12 receptor ligand-binding domain | HEK293 GAL4-hgDAF12 UAS-luciferase reporter, agonist luminescence; normalized to butyrate control | activation, % at 6.8 µM | 1.8% of 370,000 active | AID 687014;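 active means activation above a cutoff set at the mean of all screened compounds plus 3 SD, cut at about 10% in these data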;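 further: 0% = DMSO wells and 100% = sodium butyrate wells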
GC-A act = GC-A (human) enzyme activation; P16066; HEK293 GC-A cells, cGMP TR-FRET, EC30 ANP; 0% at EC30 ANP, 100% saturating ANP; 0.14% of 370,000 active; activation, % at 10 µM; AID 1671463; in the data active means activation above about 40%
FXN GAA850 act = increases GAA850 frataxin promoter reporter activity; HEK293 lucGAA850 FXN promoter luciferase reporter, 24 h; percent of 10 µM SAHA response; 0.56% of 360,000 active; activation, % at 6 µM;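 active means activation above the average of all compounds screened plus 3 SD, cutoff fixed separately per campaign, cut at about 7.5% in these data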;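 further: 0% = DMSO wells and 100% = 10 µM SAHA wells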
ssDAF12 agonist = activates DAF-12 receptor from parasite S. stercoralis; HEK293 ssDAF-12/GRIP1 lit1-tk-luc reporter, luminescence; % of 3 µM dafachronic acid response; activation, % at 6.8 µM; 1% of 370,000 active; AID 652126;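 active means activation above the mean over all tested compounds plus 3 SD, cut at about 0.9% in these data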;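 further: 0% = DMSO-only wells and 100% = 3 µM delta7-dafachronic acid wells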
* hit, by the source's call; x = no result given.

SMILES	SMARCA2 activ	PG9 binder	DAX1 inh-1	hcDAF-12 act	ADAM17 inh	DAX1 inh-2	ADAM10 inh	hgDAF-12 ag	GC-A act	FXN GAA850 act	ssDAF12 agonist
CCOC(=O)C(C)(C)n1nnc(-c2ccc([N+](=O)[O-])cc2)n1	0	1.6	-0.7	-1.2	2	0.4	5	-4.1	2	1.9	-1.0
O=C(CSc1ncnc2c1cnn2-c1ccc(F)cc1)NCc1ccc2c(c1)OCO2	-4	-0.6	0.9	-0.8	-3	0.2	-6	-2.0	1	1.7	-1.4
O=c1nccc(N/N=C/c2cccc(O)c2)[nH]1	4	-0.4	1.1	4.3	-5	1.1	9	4.0	4	0.9	0.0
Cc1nc(N=C(N)N)nc2c(C)cccc12	19*	-1.0	2.0	6.0*	-5	3.0	-21	2.2	14	1.3	0.3
CCC(=O)NC(=S)Nc1ccc(NC(=O)c2ccco2)c(Cl)c1	-1	5.1	x	-1.6	0	0.1	0	1.1	2	3.2	-0.8
O=C(c1cccs1)N1CCC(c2nc3c(nnn3Cc3ccccc3Cl)c(=O)[nH]2)CC1	1	-2.1	-0.7	-0.7	1	0.1	0	-1.1	14	1.3	-0.8
CC(OC(=O)C1CC(=O)N(Cc2ccco2)C1)C(=O)Nc1ccccc1[N+](=O)[O-] (stereo not given)	1	-0.6	1.0	-0.1	0	1.9	-3	3.1	-1	-1.5	-1.0
CCN(CC(=O)NC(=O)NC1CCCCC1)Cc1ccccc1	-3	-1.1	0.5	0.2	0	0.5	6	-0.8	-2	1.0	-1.1
Cc1cccc(NC(=O)N(Cc2cc3cc(C)cc(C)c3[nH]c2=O)CC2COCCO2)c1 (stereo not given)	3	-1.2	1.5	-0.5	-7	0.3	-3	11*	-1	0.5	-0.9
N/C(Cc1ccc(Cl)cc1Cl)=N\OC(=O)c1ccc(Br)o1	-1	-1.4	0.8	3.3	-4	0.4	-2	3.0	-20	1.8	-0.4
Cc1cccc(C)c1-n1nnnc1C1(C)CCC(=O)N1Cc1cccnc1 (stereo not given)	1	-2.6	x	0.0	-1	-0.1	2	1.2	3	x	-1.1
COc1ccccc1-c1nnc(SCC(=O)NC2CCCCC2)o1	0	-1.7	1.6	4.3	-1	-0.3	-7	2.3	1	2.8	0.0
O=C(CCN1C(=O)[C@@H]2Cc3ccccc3CN2C1=O)N[C@@H](C(=O)O)c1ccccc1	1	3.1	-0.6	-1.1	1	-0.1	-10	-0.1	2	1.1	-0.2
Cc1ccc(S(=O)(=O)N2CCc3ccccc3C2CN2C(=O)c3ccccc3C2=O)cc1 (stereo not given)	-1	-1.7	-1.1	-1.5	4	0.0	5	-1.5	-11	0.4	-1.4
CN(C)C(=O)CCC(=O)N1CCCC(C(=O)c2ccc3c4c(cccc24)CC3)C1 (stereo not given)	-1	-0.9	-0.3	-3.9	-144	-2.1	-431	-2.5	2	10*	-1.4
CC1CCC(NC(=O)COC(=O)CSc2ccc(C(N)=O)cc2[N+](=O)[O-])CC1 (stereo not given)	-1	1.1	0.6	0.5	-4	0.3	-9	3.7	-1	2.4	-0.8
O=C(CCC1CCCC1)N=C1SC2CS(=O)(=O)CC2N1Cc1ccccc1 (stereo not given)	-3	0.6	-0.5	-0.1	4	1.4	-8	2.8	-7	-0.9	-1.8
Cc1ccnc(NC(c2ccncc2)c2c(C)[nH]c3ccccc23)c1 (stereo not given)	1	-1.5	-0.6	-1.7	0	0.8	2	-1.5	1	2.8	0.1
Cn1c(NCc2ccccc2O)nc2ccccc21	2	1.8	2.3	2.3	-3	1.6	-11	9.4	-9	0.0	0.1
O=C1CC(O)(C(F)(F)F)Oc2c1ccc1ccccc21 (stereo not given)	-2	0.2	0.4	2.5	-127	-0.2	-343	2.0	5	-0.4	-1.0
CCOc1ccc(Br)cc1S(=O)(=O)Nc1cccc(S(=O)(=O)NC2=NCCC2)c1	-3	0.8	-1.7	-0.6	-5	0.4	2	0.2	1	0.8	-1.3
CCOC(=O)/C(C#N)=C\c1ccc(CC)s1	1	0.8	0.3	-1.5	-4	0.3	2	2.1	8	1.0	-1.0
CCOc1ccc(C(=O)NNC(=O)CCNC(=O)c2ccc(Br)cc2)cc1OC	3	-2.8	-0.6	-0.9	-4	1.1	-12	-0.6	1	-1.5	-0.9
CCOC(=O)c1cc2cc3ccccc3cc2[nH]1	5	-2.6	1.9	4.2	-122	1.4	-316	9.1	9	1.4	1.0*
O=C(CCC1CCCCC1)NCCN1CCOCC1	1	0.4	-1.4	0.0	1	-0.2	2	0.2	1	1.5	-1.6

Brought forward from above: 2 compounds, followed by the next part.
SMILES	SMARCA2 activ	PG9 binder	DAX1 inh-1	hcDAF-12 act	ADAM17 inh	DAX1 inh-2	ADAM10 inh	hgDAF-12 ag	GC-A act	FXN GAA850 act	ssDAF12 agonist
CCOC(=O)c1cc2cc3ccccc3cc2[nH]1	5	-2.6	1.9	4.2	-122	1.4	-316	9.1	9	1.4	1.0*
O=C(CCC1CCCCC1)NCCN1CCOCC1	1	0.4	-1.4	0.0	1	-0.2	2	0.2	1	1.5	-1.6
Cc1ccc(NC(=O)CSc2nnc(NC(=O)CN3CCOCC3)s2)cc1	-2	0.1	0.0	-0.1	0	-0.4	5	2.2	-3	1.4	-1.2
CCCCOC(=O)Nc1ccc(C(=O)OCCC)cc1	0	-0.2	0.9	-1.3	3	-0.9	9	4.5	7	2.8	-0.3
CCN(CC)S(=O)(=O)c1cc(OC)c(Cl)cc1Cl	1	1.4	-0.5	-0.2	2	-0.3	6	-1.3	0	3.7	-2.0
Nc1cc(=O)[nH]n1C1CCCCC1	3	-1.1	0.7	-1.5	0	-0.2	0	-0.4	-1	-0.3	-1.4
CCOC(=O)CN1C(=O)Nc2ccc(Br)cc2C1c1ccccc1 (stereo not given)	3	-1.3	0.3	-1.1	-2	-1.0	5	1.8	-33	-0.4	-1.0
COc1ccc(C(=O)N2CC3(C)CC2CC(C)(C)C3)cc1 (stereo not given)	-5	-0.7	-1.3	-2.3	6	-0.9	2	2.0	2	0.4	-0.9
CCCCn1nnnc1SCC(=O)Nc1ccc(N(C)C)cc1	-1	-4.7	-2.1	-0.9	-2	-0.1	-1	0.5	-1	2.1	-0.3
CCn1c2ccccc2c2cc(NC(=O)COC(=O)c3ccc(C)cc3)ccc21	-6	x	x	1.9	5	1.1	-8	-0.7	4	x	-0.8
CCN1CCN(C(=O)CS(=O)(=O)Cc2nc(-c3ccc(C)cc3)oc2C)CC1	-4	-1.7	1.9	-1.0	-5	0.1	-7	-0.1	3	-1.1	-1.1
COC(=O)c1sc(NC(=O)COC(=O)C2CCC2)c(C(=O)OC)c1C	-1	-2.9	1.7	1.1	0	-1.4	-8	1.0	-1	-0.7	-1.1
O=C(CCCOc1ccccc1)n1nnc2ccccc21	-2	1.3	0.5	-1.0	-8	0.3	-8	-3.1	4	-1.1	0.8
C#CC(CC)(CC)NC(=O)c1c(C)noc1C	-3	3.3	-0.4	-0.5	-6	-0.5	-6	-3.4	-3	1.7	-1.1
COC(=O)c1c(NC(=O)c2ccoc2C)sc(C)c1C	-1	-0.4	0.3	2.5	-5	0.1	-8	-0.6	-3	-0.6	-0.5
CC(=O)N1CCN(C(=O)OC2CC3CC2[C@H]2CCCCN2C3=O)CC1 (stereo not given in full)	-5	2.5	x	-0.3	2	1.9	-2	0.1	3	x	-0.8
CCOc1ncccc1C(=O)Nc1ccc(-c2cn3ccsc3n2)cc1	0	6.1	-2.7	-2.5	-2	-1.2	-22	-3.8	0	-0.1	-2.3
O=C(N/N=C/c1cccc([N+](=O)[O-])c1)c1cc2c(ccc3ccccc32)o1	1	0.7	1.8	-1.3	1	0.1	9	-2.1	3	0.4	-1.3
O=C(c1ccccc1)N1CCN(C(=O)N2CCOCC2)CC1	-3	-0.9	2.2	-2.0	-5	0.4	-6	-0.5	x	-1.7	-0.9
CCOc1ccc(S(=O)(=O)N2CCCC(C(=O)N3CCOCC3)C2)cc1Cl (stereo not given)	-2	-1.4	-1.3	-2.1	-1	0.1	2	-2.5	2	0.6	-0.7
CCNC(=O)Cn1c(=O)c2c(ncn2Cc2ccccc2)n(Cc2ccccc2)c1=O	-3	0.0	-0.8	0.5	-3	-0.3	-6	-4.3	4	-0.8	-1.6
C=CCOc1ccc(/C=N/NC(=O)CN(c2cc(Cl)ccc2OC)S(=O)(=O)c2ccc(C)c([N+](=O)[O-])c2)cc1	-1	-4.4	0.2	1.7	0	0.8	-2	0.3	-2	-0.2	-1.3
NC(=O)COC(=O)c1ccc(NS(=O)(=O)c2ccc3c(c2)OCCO3)cc1	-2	-1.3	-1.0	-0.8	-4	0.2	-2	-1.6	1	1.2	-1.1
O=C(N/N=C/c1c(F)c(F)c(F)c(F)c1F)c1cccc(S(=O)(=O)N2CCOCC2)c1	-5	-1.5	-1.4	-1.0	0	0.5	1	-0.6	15	2.6	-0.5
CC(C)CN(C(=O)CN1CCc2ccccc21)c1c(N)n(CC(C)C)c(=O)[nH]c1=O	-4	-1.2	0.2	1.9	-21	0.5	-66	-0.3	1	0.7	-1.1
COc1ccc(CN2C/C(=C/C3=CCCCC3)N(C(=O)OCc3ccccc3)C2=N)c(OC)c1	0	x	x	-1.6	5	-0.3	0	3.9	-1	x	-1.3
COc1cc(C2C(Oc3ccccc3C)C(=O)N2Cc2ccc(F)cc2)cc(OC)c1OC (stereo not given)	-2	0.4	-0.1	-2.0	1	0.2	3	-1.4	-11	-0.6	-1.6
COc1cc(CCC(=O)OCn2nnc3ccccc3c2=O)cc(OC)c1OC	4	-1.4	0.6	-1.6	1	-0.4	5	-0.3	2	2.7	0.6
COc1ccc(C)cc1N(CC(=O)N1CCCC1)S(C)(=O)=O	-1	-1.0	0.9	2.9	0	-0.8	-2	1.1	3	1.3	-0.6
Cc1ccc(S(=O)(=O)NC(=O)Nc2cc(C)no2)cc1	2	-2.8	2.1	-1.0	0	0.1	0	0.3	1	-0.4	-1.3

Pulled by structure from above (three):
SMILES	SMARCA2 activ	PG9 binder	DAX1 inh-1	hcDAF-12 act	ADAM17 inh	DAX1 inh-2	ADAM10 inh	hgDAF-12 ag	GC-A act	FXN GAA850 act	ssDAF12 agonist
COc1cc(C2C(Oc3ccccc3C)C(=O)N2Cc2ccc(F)cc2)cc(OC)c1OC (stereo not given)	-2	0.4	-0.1	-2.0	1	0.2	3	-1.4	-11	-0.6	-1.6
NC(=O)COC(=O)c1ccc(NS(=O)(=O)c2ccc3c(c2)OCCO3)cc1	-2	-1.3	-1.0	-0.8	-4	0.2	-2	-1.6	1	1.2	-1.1
O=C(N/N=C/c1cccc([N+](=O)[O-])c1)c1cc2c(ccc3ccccc32)o1	1	0.7	1.8	-1.3	1	0.1	9	-2.1	3	0.4	-1.3

Structures listed above printed as active in ssDAF12 agonist:
structure,SMARCA2 activ,PG9 binder,DAX1 inh-1,hcDAF-12 act,ADAM17 inh,DAX1 inh-2,ADAM10 inh,GC-A act,ssDAF12 agonist
CCOC(=O)c1cc2cc3ccccc3cc2[nH]1,5,-2.6,1.9,4.2,-122,1.4,-316,9,1.0*
